# BioA inh = blocks M. tuberculosis BioA enzyme activity | purified M. tuberculosis BioA enzyme, plate reader | inhibition, % at 9.99 µM | 0.096% of 360,000 active | AID 602481; in the data active = inhibition above about 40%
# Starred values were filed as active, the others as inactive. This is a subset; the hit share may differ from the screen's.
SMILES,BioA inh
CN(C)CC(=O)Nc1ccc2c(c1)[C@H]1C[C@H](CC(=O)N3CCCCC3)O[C@H](CO)[C@H]1O2,-0.7
C[C@H](CO)N1C[C@H](C)[C@@H](CN(C)S(=O)(=O)c2ccc(Cl)cc2)Oc2ccc(NC(=O)c3ccncc3)cc2CC1=O,6.0
CCCNC(=O)Nc1ccc2c(c1)C(=O)N(C)C[C@@H](OC)[C@H](C)CN(C(=O)CC)[C@H](C)CO2,-1.0
C[C@H](CO)N1C[C@H](C)[C@H](CN(C)Cc2ccncc2)Oc2ncc(-c3cccc(C#N)c3)cc2C1=O,3.1
CCC(=O)N1C[C@H](C)[C@H](OC)CN(C)C(=O)c2ccc(NC(=O)c3cnccn3)cc2OC[C@H]1C,3.5
C[C@H](CO)N1C[C@H](C)[C@H](CN(C)C(=O)Cc2ccccc2)Oc2ncc(-c3ccccc3)cc2C1=O,0.7
COc1cccc(C(=O)N2C[C@@H]3[C@H](c4ccccc42)[C@H](CO)N3Cc2ccccc2Cl)c1,-0.5
COCC(=O)Nc1ccc2c(c1)OC[C@H](C)N(C(=O)COC)C[C@@H](C)[C@@H](OC)CN(C)C2=O,-1.0
C[C@@H]1CN([C@@H](C)CO)C(=O)c2cc(NC(=O)C3CCCCC3)ccc2O[C@@H](C)CCCCO[C@@H]1CN(C)CC1CCCCC1,-0.8
CO[C@H]1CN(C)C(=O)c2ccc(NC(=O)C3CC3)cc2OC[C@@H](C)N(C(=O)c2ccccc2F)C[C@H]1C,1.7
CO[C@H]1CN(C)C(=O)c2ccc(NC(=O)c3ccno3)cc2OC[C@@H](C)NC[C@H]1C,-0.8
CCCNC(=O)C[C@H]1C[C@H]2c3cc(NC(=O)NC4CCCCC4)ccc3O[C@H]2[C@@H](CO)O1,-0.6
Cn1cnc(S(=O)(=O)N2CC[C@@H]3[C@H](CO)Nc4ccc(C5=CCCCC5)cc4[C@@H]32)c1,-1.5
CN(C)C(=O)c1ccc(-c2ccc([C@H]3[C@@H](CO)N4CCCCN(C(=O)C5CC5)C[C@H]34)cc2)cc1,0.3
C/C=C/c1ccc([C@H]2[C@@H](CO)N3CCCCN(S(=O)(=O)c4ccccc4)C[C@@H]23)cc1,13.1
CN(C)C(=O)c1cccc(-c2ccc([C@@H]3[C@H]4CN(S(C)(=O)=O)CCCCN4[C@H]3CO)cc2)c1,0.3
C[C@@H]1CCCCO[C@H](CN(C)CC2CCCCC2)[C@H](C)CN([C@@H](C)CO)C(=O)c2cc(NC(=O)c3ccccc3)ccc2O1,2.4
COc1ccc(S(=O)(=O)Nc2ccc3c(c2)C(=O)N([C@@H](C)CO)C[C@H](C)[C@@H](CN(C)C(=O)Cc2ccccc2)OCCCC[C@H](C)O3)cc1,1.2
COCC(=O)N1C[C@H](C)[C@H](OC)CN(C)C(=O)c2cc(NC(=O)NC(C)C)ccc2OC[C@H]1C,0.4
CCCNC(=O)N1C[C@H](C)[C@H](OC)CN(C)C(=O)c2ccc(NC(=O)C3CCC3)cc2OC[C@H]1C,-1.5

# 4 structures out of the list, arranged by heavy-atom count, rising.
SMILES,BioA inh
C/C=C/c1ccc([C@H]2[C@@H](CO)N3CCCCN(S(=O)(=O)c4ccccc4)C[C@@H]23)cc1,13.1
CCCNC(=O)C[C@H]1C[C@H]2c3cc(NC(=O)NC4CCCCC4)ccc3O[C@H]2[C@@H](CO)O1,-0.6
CN(C)C(=O)c1ccc(-c2ccc([C@H]3[C@@H](CO)N4CCCCN(C(=O)C5CC5)C[C@H]34)cc2)cc1,0.3
CCCNC(=O)N1C[C@H](C)[C@H](OC)CN(C)C(=O)c2ccc(NC(=O)C3CCC3)cc2OC[C@H]1C,-1.5

# (next part)
SMILES,BioA inh
CCCNC(=O)C[C@@H]1CC[C@H]2[C@H](COc3ccc(NC(=O)COC)cc3C(=O)N2C)O1,-2.3
COCC(=O)Nc1ccc2c(c1)OC[C@H](C)NC[C@@H](C)[C@H](OC)CN(C)C2=O,-4.8
COc1ccccc1NC(=O)N[C@@H]1CC[C@@H](CCn2cc(-c3ccccc3)nn2)O[C@@H]1CO,1.0
CO[C@H](CN(C)S(=O)(=O)c1ccc(Cl)cc1)[C@@H](C)CN(C(=O)Nc1ccccc1F)[C@H](C)CO,0.1
Cc1ccc(S[C@]2(C(=O)NC3CC3)CC(=O)N(C3CCCCC3)[C@@H]2c2ccc(CO)cc2I)cc1,-0.3
C[C@H](CO)N1C[C@H](C)[C@@H](CN(C)C)Oc2c(NC(=O)Nc3ccccc3)cccc2C1=O,-2.7
CN1C(=O)c2cc(NS(=O)(=O)c3ccc(Cl)cc3)ccc2OC[C@@H]2O[C@H](CC(=O)N3CCc4ccccc4C3)CC[C@@H]21,-0.4
C[C@H](CO)N1C[C@H](C)[C@@H](CN(C)C(=O)Nc2ccc(F)cc2)OCCCC[C@H](C)Oc2ccc(NS(C)(=O)=O)cc2C1=O,-1.1
C=CCN1C(=O)[C@@]2(O[C@@H](CCO)[C@H]([Si](C)(C)c3ccc(OC)cc3)[C@H]2C)c2cc(N3CCCCC3=O)ccc21,-0.2
CCCN1C[C@H](C)[C@@H](OC)CN(C)C(=O)c2cc(NC(=O)C3CCC3)ccc2OC[C@H]1C,0.4
C[C@@H]1CCCCO[C@H](CN(C)Cc2ccc(C(F)(F)F)cc2)[C@H](C)CN([C@H](C)CO)C(=O)c2cc(NC(=O)CCCN(C)C)ccc2O1,2.1
Cc1noc(C)c1NC(=O)Nc1ccc2c(c1)C(=O)N([C@@H](C)CO)C[C@H](C)[C@@H](CN(C)Cc1ccncc1)OCCCC[C@H](C)O2,0.3
C[C@@H]1CCCCO[C@@H](CN(C)C(=O)Nc2ccc3c(c2)OCO3)[C@H](C)CN([C@@H](C)CO)C(=O)c2cc(NC(=O)c3ccccc3)ccc2O1,-0.7
Cc1noc(C)c1NC(=O)Nc1ccc2c(c1)C(=O)N([C@@H](C)CO)C[C@@H](C)[C@H](CN(C)Cc1ccncc1)O2,-2.6
C[C@H]1CN([C@@H](C)CO)C(=O)Cc2cc(NC(=O)NC3CCCCC3)ccc2O[C@H]1CN(C)C(=O)Nc1ccc(F)cc1,-2.7
O=C(Nc1ccc(Cl)cc1)N[C@H]1CC[C@@H](CCn2cc(C3(O)CCCC3)nn2)O[C@H]1CO,0.8
COc1cccc(C#Cc2ccc([C@@H]3[C@@H](CO)N(C(=O)c4ccccn4)[C@H]3C#N)cc2)c1,-2.0
C[C@@H]1CN([C@H](C)CO)C(=O)c2cc(/C=C/c3ccccc3)cnc2O[C@@H]1CN(C)S(=O)(=O)c1cccs1,0.5
Cc1ccc(S(=O)(=O)Nc2cccc3c2O[C@@H](CN(C)S(=O)(=O)c2ccccc2)[C@@H](C)CN([C@@H](C)CO)C3=O)cc1,2.4
COc1cccc(-c2ccc3c(c2)O[C@@H](CN(C)C(=O)C2CCCCC2)[C@@H](C)CN([C@H](C)CO)S3(=O)=O)c1,-1.2
CS(=O)(=O)Nc1ccc2c(c1)[C@H]1C[C@H](CC(=O)NCc3ccc(Cl)cc3)O[C@H](CO)[C@H]1O2,-0.9
O=C(NCC1CCCCC1)[C@H]1N[C@H]2c3ccc(C4=CCCC4)c(=O)n3C[C@H]2[C@@H]1CO,-0.1
C[C@H](CO)N1C[C@H](C)[C@@H](CN(C)C(=O)CCC(F)(F)F)OCCCC[C@H](C)Oc2ccc(NC(=O)Nc3ccccc3)cc2C1=O,0.1
C[C@@H](NC(=O)C[C@@H]1C=C[C@H](NC(=O)C2CC2)[C@@H](CO)O1)c1ccccc1,-2.5
CN1CCN(C(=O)C[C@@H]2CC[C@H]3[C@@H](COC[C@@H](O)CN3C(=O)c3ccccc3F)O2)CC1,-2.7
O=C(O)[C@H]1[C@H](CO)[C@H]2Cn3c(ccc(C4=CCCC4)c3=O)[C@@H]1N2C(=O)Cc1ccccn1,-1.0
CN1[C@H](C(=O)NC2CCCCC2)[C@@H](CO)[C@@H]2Cn3c(ccc(-c4cccc(F)c4)c3=O)[C@@H]21,18.4
CCS(=O)(=O)Nc1ccc2c(c1)C(=O)N(C)[C@H]1CC[C@@H](CC(=O)Nc3ccccc3)O[C@H]1CO2,7.6
O=C(C[C@@H]1C=C[C@H](NC(=O)Nc2ccc3c(c2)OCO3)[C@@H](CO)O1)NCc1ccccc1,-1.7
COc1cccc(C(=O)Nc2ccc3c(c2)C(=O)N(C)C[C@H](OC)[C@@H](C)CN(C(=O)C2CCCC2)[C@H](C)CO3)c1,-5.0

# Some of the entries so far, with bars between the fields:
Structure | BioA inh
CCS(=O)(=O)Nc1ccc2c(c1)C(=O)N(C)[C@H]1CC[C@@H](CC(=O)Nc3ccccc3)O[C@H]1CO2 | 7.6
O=C(C[C@@H]1C=C[C@H](NC(=O)Nc2ccc3c(c2)OCO3)[C@@H](CO)O1)NCc1ccccc1 | -1.7
COc1cccc(C(=O)Nc2ccc3c(c2)C(=O)N(C)C[C@H](OC)[C@@H](C)CN(C(=O)C2CCCC2)[C@H](C)CO3)c1 | -5.0

# Back to the main list, repeating the 4 entries before the break.
SMILES,BioA inh
CN1[C@H](C(=O)NC2CCCCC2)[C@@H](CO)[C@@H]2Cn3c(ccc(-c4cccc(F)c4)c3=O)[C@@H]21,18.4
CCS(=O)(=O)Nc1ccc2c(c1)C(=O)N(C)[C@H]1CC[C@@H](CC(=O)Nc3ccccc3)O[C@H]1CO2,7.6
O=C(C[C@@H]1C=C[C@H](NC(=O)Nc2ccc3c(c2)OCO3)[C@@H](CO)O1)NCc1ccccc1,-1.7
COc1cccc(C(=O)Nc2ccc3c(c2)C(=O)N(C)C[C@H](OC)[C@@H](C)CN(C(=O)C2CCCC2)[C@H](C)CO3)c1,-5.0
CCCNC(=O)N1[C@H](CO)[C@H](c2ccccc2)[C@@H]1C#N,0.8
C[C@H](CO)N1C[C@H](C)[C@@H](CN(C)Cc2ccccn2)Oc2ncc(C#CC3CC3)cc2C1=O,-1.5
C[C@H](CO)N1C[C@H](C)[C@@H](CN(C)CC2CCOCC2)Oc2cc(C#C[C@@H](C)O)ccc2S1(=O)=O,-4.2
C[C@H](CO)N1C[C@H](C)[C@H](CN(C)Cc2ccc(C(=O)Nc3ccccc3N)cc2)Oc2c(NC(=O)Nc3ccccc3)cccc2C1=O,7.3
COc1ccc(-c2cnc3c(c2)C(=O)N([C@H](C)CO)C[C@H](C)[C@H](CN(C)C(=O)NC(C)C)O3)cc1,-1.9
C[C@@H]1CN([C@@H](C)CO)C(=O)Cc2cc(NC(=O)CCCCCC(=O)Nc3ccccc3N)ccc2O[C@@H]1CN(C)S(=O)(=O)c1ccc(F)cc1,-0.7
O=C(Nc1ccc(F)cc1)N[C@@H]1CC[C@@H](CCNS(=O)(=O)c2cccc(Cl)c2)O[C@H]1CO,0.2
COc1ccccc1-c1cnc2c(c1)C(=O)N([C@H](C)CO)C[C@H](C)[C@H](CN(C)C(=O)CN(C)C)O2,0.0
C[C@@H]1CCCCO[C@@H](CN(C)C(=O)c2ccccc2)[C@@H](C)CN([C@@H](C)CO)C(=O)c2cc(NC(=O)c3ccccc3)ccc2O1,-1.0
CCNC(=O)Nc1ccc2c(c1)C(=O)N(C)[C@@H]1CC[C@@H](CC(=O)NCc3ccc(F)cc3)O[C@H]1CO2,1.1
C[C@@H]1CN([C@H](C)CO)C(=O)Cc2cc(NC(=O)C3CCCCC3)ccc2O[C@@H]1CN(C)C(=O)Nc1ccc2c(c1)OCO2,4.0
CC(C)NC(=O)N(C)C[C@@H]1Oc2cc(C#C[C@H](C)O)ccc2S(=O)(=O)N([C@H](C)CO)C[C@H]1C,-1.0
COc1ccc(CN(C)C[C@@H]2OCCCC[C@@H](C)Oc3ccc(NS(C)(=O)=O)cc3C(=O)N([C@H](C)CO)C[C@@H]2C)cc1,-0.3
O=C(NCC1CC1)[C@@H]1[C@@H](CO)[C@@H]2Cn3c(ccc(-c4cccnc4)c3=O)[C@H]1N2C(=O)C1CC1,-0.8
C[C@@H]1CN([C@H](C)CO)C(=O)c2cccc(NC(=O)c3cnccn3)c2O[C@H]1CN(C)C(=O)Nc1ccc(C(F)(F)F)cc1,-3.0
C[C@H]1CN([C@@H](C)CO)C(=O)Cc2cc(NC(=O)C3CCCCC3)ccc2O[C@@H]1CN(C)S(=O)(=O)c1ccccc1,-0.2
C[C@H](CO)N1C[C@H](C)[C@@H](CN(C)C(=O)Nc2ccccc2)Oc2ccc(NC(=O)Nc3ccc(F)cc3)cc2C1=O,2.4
C[C@@H]1CN([C@@H](C)CO)S(=O)(=O)c2ccc(C#Cc3ccccc3)cc2O[C@H]1CN(C)C(=O)Cc1ccccn1,2.6
COc1ccc(CN(C)C[C@H]2OCCCC[C@@H](C)Oc3ccc(NC(=O)C4CCCCC4)cc3C(=O)N([C@@H](C)CO)C[C@@H]2C)cc1,-0.4
O=C(NC1CCCC1)N[C@@H]1C=C[C@@H](CC(=O)N2CCOCC2)O[C@H]1CO,-0.3
CCCC(=O)Nc1ccc2c(c1)C(=O)N(C)[C@H]1CC[C@@H](CC(=O)Nc3ccccc3)O[C@H]1CO2,0.6
COCC(=O)Nc1ccc2c(c1)C(=O)N(C)C[C@H](OC)[C@@H](C)CN(Cc1cccnc1)[C@@H](C)CO2,0.2
CCCN(C)C[C@H]1OCCCC[C@@H](C)Oc2ccc(NC(=O)CCC(F)(F)F)cc2C(=O)N([C@H](C)CO)C[C@H]1C,-0.1
Cc1noc(C)c1NC(=O)N(C)C[C@H]1Oc2c(NS(=O)(=O)c3ccc(Cl)cc3)cccc2C(=O)N([C@H](C)CO)C[C@@H]1C,0.3
C[C@H]1CN([C@@H](C)CO)C(=O)c2cc(C#CC3CCCCC3)cnc2O[C@@H]1CN(C)S(=O)(=O)c1ccccc1,-1.9
C[C@@H]1CN([C@@H](C)CO)C(=O)c2cc(NS(=O)(=O)c3cn(C)cn3)ccc2O[C@@H]1CN(C)Cc1ccc(-c2ccccc2)cc1,-6.4
C[C@H](CO)N1C[C@H](C)[C@H](CN(C)Cc2ccc(Oc3ccccc3)cc2)Oc2ncc(-c3cccnc3)cc2C1=O,3.8
Cc1ccc(S(=O)(=O)N[C@H]2C=C[C@H](CC(=O)N3CCc4ccccc4C3)O[C@H]2CO)cc1,-2.7
Cc1ccc(S(=O)(=O)Nc2ccc3c(c2)CC(=O)N([C@H](C)CO)C[C@H](C)[C@@H](CN(C)C(=O)NC(C)C)O3)cc1,-0.4
C[C@@H]1CN([C@@H](C)CO)C(=O)c2cc(NC(=O)CCN3CCOCC3)ccc2O[C@H]1CN(C)Cc1ccc(-c2ccccc2)cc1,1.4
